Assay outcomes deposited in PubChem BioAssay by National Center for Advancing Translational Sciences (NCATS).
LDHA block – inhibitors of human lactate dehydrogenase A; P00338; purified LDHA, NADH/diaphorase-resazurin fluorescence; hits give low values; activity change, % (values are at about 110 or 230 µM); 0.15% of 480,000 active; AID 1347041; in the data active = activity change below about -30%; inconclusive = mostly about -25% to -30%;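 also: plate controls were DMSO wells for no effect and wells without enzyme for full effect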
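Resorufin fluorescence (ex540/em590), read at 0 and 20 min after diaphorase/resazurin addition, reports the NADH left after a 5 min room-temperature reaction of 2 nM human LDH5 with 0.06 mM NADH and 0.2 mM pyruvate.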
RGS4 inhibitor – human RGS4 inhibition; P49798; Transcreener GDP fluorescence polarization, RGS4-accelerated GTP hydrolysis; Potency, µM (series often up to 114 µM), for the others: at the top dose activity change, negative = inhibition, hits mostly inhibitors; 0.039% of 390,000 active; also: potency is read from the fitted curve at half-maximal effect; % is scaled to controls: 0 for no effect and ±100 for the full control effect; nearly all actives have a fitted effect of over 75% in size; some results filed as inactive show a strong effect at the top dose
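MLSMR compounds (23 nl, pin-transferred) preincubated 10 min at room temperature with a 500nM (2x) first reagent, then RGS4 at 900nM (2x) plus Transcreener GDP mix added; fluorescence polarization (620/688 nm) read before and after 90 min at 30 °C.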
mIDH1 inhibitor – inhibitors of human mutant IDH1 R132H. O75874. IDH1-R132H enzyme, NADPH consumption, diaphorase/resazurin fluorescence. Potency, µM (top dose mostly 76.6 µM), for inactives: at the top dose activity change, negative = inhibition, usual class: inhibitors. 0.093% of 390,000 active; also: potency is read from the fitted curve at half-maximal effect; % is scaled to controls: 0 for no effect and ±100 for the full control effect; nearly all actives have a fitted effect of over 65% in size
Target sequence (O75874 whole entry R132H, stated change not applied): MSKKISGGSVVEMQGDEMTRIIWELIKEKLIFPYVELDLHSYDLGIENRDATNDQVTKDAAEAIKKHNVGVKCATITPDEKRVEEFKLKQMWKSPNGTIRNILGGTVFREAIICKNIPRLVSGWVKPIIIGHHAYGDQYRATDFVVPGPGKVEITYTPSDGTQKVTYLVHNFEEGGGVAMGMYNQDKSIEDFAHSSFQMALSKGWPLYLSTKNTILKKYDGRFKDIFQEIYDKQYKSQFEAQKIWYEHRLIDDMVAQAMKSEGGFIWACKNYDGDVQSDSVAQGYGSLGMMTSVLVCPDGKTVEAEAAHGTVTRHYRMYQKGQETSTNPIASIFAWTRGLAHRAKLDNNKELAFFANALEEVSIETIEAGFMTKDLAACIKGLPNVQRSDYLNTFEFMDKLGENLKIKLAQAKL
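IDH1-R132H (0.5 ug/mL dispensed) in pH 7.5 Tris buffer was preincubated 30 min with compound, then given a substrate mix of 0.016 mM NADPH and 2 mM alpha-KG for 80 min at room temperature; remaining NADPH was read by diaphorase/resazurin fluorescence.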
USP1-UAF1 inh – USP1/UAF1 (human) deubiquitinase inhibition | AID 743255 | recombinant USP1/UAF1, Ub-Rhodamine cleavage fluorescence | 0.23% of 390,000 active | O94782 | Potency, µM (top dose mostly 57.1 µM), without a hit: at the highest dose activity change, negative = inhibition, actives largely listed as inhibitors; also: potency is read from the fitted curve at half-maximal effect; % is scaled to controls: 0 for no effect and ±100 for the full control effect; nearly all actives have a fitted effect of over 60% in size; inactives centre near -12
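High-throughput fluorogenic screen: 1nM USP1/UAF1 complex, Ub-Rho substrate 150nM final, 50mM HEPES pH 7.8 with 0.5mM EDTA, 0.1 mg/ml BSA, 1mM TCEP and 0.01% Tween-20.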
Vif-A3G inh – inhibitors of Vif-APOBEC3G interaction | HeLa A3G-eYFP + Vif (tagged APOBEC3G with the HIV-1 protein that degrades it), YFP fluorescence, overnight | AID 602310 | Q9HC16 | 0.076% of 410,000 active | Potency, µM (highest dose often 46.1 µM), inactives show at the top dose activity, negative = active, actives largely listed as inhibitors;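 also: potency is read from the fitted curve at half-maximal effect; % is scaled to controls: 0 for no effect and ±100 for the full control effect; nearly all actives have a fitted effect of over 60% in size; hits raise eYFP signal because A3G escapes Vif-driven loss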
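HeLa cells stably expressing Vif and C-terminally eYFP-tagged A3G, seeded overnight at 37 deg C, then exposed to compound by pintool overnight at 37 deg C. Rise in yellow fluorescence (Ex 488/Em 500-530, Acumen) marks blocked Vif-driven A3G degradation.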
Vif-APOBEC3F blk – inhibitors of Vif-A3F interaction; 0.2% of 390,000 active; Potency, µM (top dose mostly 46.1 µM), for the others: at the highest dose activity, negative = active; HeLa A3F-eYFP + Vif (tagged APOBEC3F with the HIV-1 protein that degrades it), YFP fluorescence increase; AID 602313; also: potency is read from the fitted curve at half-maximal effect; % of control where 0% means no effect; nearly all actives have a fitted effect of over 65% in size
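HeLa cells stably expressing A3F-eYFP plus Vif, plated and incubated overnight at 37 deg C, then exposed to compounds overnight at 37 deg C. Blocked degradation read as raised yellow fluorescence (Ex 488/Em 500-530).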
TrxR1 substrate – is turned over as a substrate by rat TrxR1. purified TrxR1 substrate turnover, NADPH consumption readout. Potency, µM (titrated, usually from 114 µM), without a hit: at the highest dose activity change, negative = substrate turnover. 0.01% of 390,000 active. AID 588456; also: potency is read from the fitted curve at half-maximal effect; % is scaled to controls: 0 for no effect and ±100 for the full control effect; nearly all actives have a fitted effect of over 50% in size
Target sequence (O89049 whole entry, looked up): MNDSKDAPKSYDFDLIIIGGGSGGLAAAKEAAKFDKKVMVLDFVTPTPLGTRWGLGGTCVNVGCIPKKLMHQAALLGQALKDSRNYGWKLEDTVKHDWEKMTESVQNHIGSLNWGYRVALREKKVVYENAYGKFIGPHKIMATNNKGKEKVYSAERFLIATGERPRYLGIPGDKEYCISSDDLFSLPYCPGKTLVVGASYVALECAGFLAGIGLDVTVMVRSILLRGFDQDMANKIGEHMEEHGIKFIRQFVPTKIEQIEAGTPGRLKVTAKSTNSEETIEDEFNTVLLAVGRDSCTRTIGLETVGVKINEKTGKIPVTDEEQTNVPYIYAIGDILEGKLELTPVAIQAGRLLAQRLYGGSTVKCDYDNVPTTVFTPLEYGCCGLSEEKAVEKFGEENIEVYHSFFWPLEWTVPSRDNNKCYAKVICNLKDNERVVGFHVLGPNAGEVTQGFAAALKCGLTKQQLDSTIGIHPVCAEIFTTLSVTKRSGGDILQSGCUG
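Rat TrxR1, dispensed at 90 nM, was prereduced with 400 uM NADPH (final) for 5 min at ~22 deg C, then incubated with compound 15 min before 400 uM selenite. A first-read NADPH fluorescence drop versus no-compound background flagged substrates.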
rTrxR1 inhibitor – rat TrxR1 inhibition; O89049; recombinant rTrxR1, NADPH fluorescence consumption, selenite substrate; Potency, µM (titrated, usually from 114 µM), without a hit: at the top dose activity change, negative = inhibition, actives largely listed as inhibitors; 1% of 390,000 active; also: potency is read from the fitted curve at half-maximal effect; % is scaled to controls: 0 for no effect and ±100 for the full control effect; nearly all actives have a fitted effect of over 65% in size
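Rat TrxR1 (90 nM in the dispensed reagent) was pre-reduced with 400 uM NADPH for 5 min at room temperature, then incubated with compound for 15 min. After 400 uM selenite was added, NADPH fluorescence (Ex 340/Em 450 nm) was followed for 8 min.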
Glioma ERSR ind – induces the endoplasmic reticulum stress response in human glioma cells; U87-MG GRP78 promoter luciferase reporter, 16 h; Potency, µM, for inactives: top-dose activation, most hits filed as activators; 0.02% of 420,000 active; also: potency is read from the fitted curve at half-maximal effect; series mostly up to about 76 µM; % of control where 0% means no effect; nearly all actives have a fitted effect of over 35% in size
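Stably transfected U87-MG glioma cells carrying a GRP78-based luciferase sensor; 16 h compound incubation. Luminescence end-point read 10 min after Bright-Glo addition at room temperature.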
An asterisk follows results filed as active; ? = inconclusive; . = no result given; & = joins results of further samples; [ ] = dose if it differs, or a comment. Unless noted, calls follow the shape of the dose curve; as a rule, active = well fitted curve in the direction sought with a large enough effect; inconclusive = small, poorly fitted or top-dose-only effect, or another doubt; inactive = no such curve, though single readings can be large; an effect the other way counts as inactive or inconclusive.

Every second line gives: LDHA block | RGS4 inhibitor | mIDH1 inhibitor | USP1-UAF1 inh | Vif-A3G inh | Vif-APOBEC3F blk | TrxR1 substrate | rTrxR1 inhibitor | Glioma ERSR ind
CCN(CC)S(=O)(=O)c1cccc(C(=O)NC(C)C(c2cccs2)N2CCCC2)c1 (stereo not drawn)
 : 0 | 0% | -2% | -11% | -2% | 1% | 6% | 5% | -2%
CCCCNCc1cc(Br)c(OCC(=O)NCc2ccccc2)c(OC)c1
 : -2 | -38% | 6% | -11% | -1% | 2% | -4% | 6% | -2%
CN(C)CCOC(=O)c1ccc2c(c1)S(=O)(=O)c1ccccc1C2=O
 : -4 | 1% | -1% | -20% | -6% | -14% | 9% | 18% | 0%
CC(OC(=O)Cc1ccc(Cl)cc1)C(=O)NCCC1=CCCCC1 (stereo not drawn)
 : -1 | -20% | 6% | -7% | -1% | 0% | -5% | -9% | -4%
O=C1CCN(Cc2ccc(O)cc2)CCN1[C@H](CO)Cc1ccccc1
 : 2 | 1% | -12% | -31% | -5%&3% | -8% | 8%[57.1 µM] | 23%[57.1 µM] | -3%&-3%
COc1ccc(C(=O)NC(=S)Nc2ccc(Cl)c(C(=O)O)c2)cc1
 : -5 | -22% | 0% | -16% | -5% | -1% | 0% | -13% | 2%
Cn1nc(-c2ccc(C(=O)N3CCN(CCO)CC3)cc2)c2ccccc2c1=O
 : -6 | 7% | 4% | 2% | -1% | -13% | 2%[57.1 µM] | -1%[57.1 µM] | -3%
CN1CCN(S(=O)(=O)c2ccc(N3CCN(c4ccccc4Cl)CC3)nc2)CC1
 : -5 | 8% | 4% | -19% | 0% | 3% | 4% | 27% | -4%
O=C(CNc1ccccc1F)Nc1cc(S(=O)(=O)N2CCCCC2)ccc1Cl
 : -5 | -5% | 7% | -19% | 5% | -11% | 0% | 17% | -8%
CC(=O)n1cc(N(C(=O)CCl)c2ccccc2)c2ccccc21
 : 0 | -33% | 2% | -19% | -19% | 16% | 0% | 0.63µM* | -14%
CCn1c(=O)cc(SCC(=O)NCCCN2CCC(C)CC2)c2ccccc21
 : 1 | 21% | 0% | -23% | 12% | 11% | 9% | 16% | -4%
COc1ccc(CCNC(=O)CCNC(=O)c2ccco2)cc1
 : 2 | -16% | 0% | -24% | 2% | 2% | 13% | 28% | 3%
C#CCN(C[C@@H]1[C@@H](OC(=O)Nc2c(C)noc2C)[C@@H](OC(=O)Nc2c(C)noc2C)Cn2c(=O)n(CCCCCC)c(=O)n21)S(=O)(=O)c1ccc(C)cc1
 : 0 | . | 1% | -21% | -9% | -7% | . | . | -5%
Cc1ccccc1-n1c(-c2csc3ccccc23)n[nH]c1=S
 : -7 | -42% | 7% | -17% | 0% | 3% | -3% | ? | -1%
Cc1oc2ccc(O)c(CN3CCCC(C)C3)c2c1C(=O)Nc1ccccc1 (stereo not drawn)
 : 5 | -5% | -12% | -21% | 2% | -3% | 4% | 24% | 1%
CC1CCN(Cc2csc(N)n2)CC1
 : 4 | 25% | 1% | 4% | 0% | -10% | 15% | -10% | -2%
CS(=O)(=O)c1ccc(C(=O)Nc2cc(-c3ccccc3)nn2-c2ccccc2)cc1
 : -6 | 15% | 2% | -9% | 1% | 6% | -3% | 11% | 0%
COc1cc2c(cc1OC)CN(C(=O)CSc1nc(N)c(C#N)cc1C#N)CC2
 : 9 | -31% | 1% | -27% | 1% | -2% | 6% | -15% | -3%
Cc1cc(C)c2nc(/N=C(\N)NC(=O)c3ccccc3)nc(C)c2c1
 : 4&-3 | 7% | 2% | -15% | 0% | -16% | 11%[57.1 µM] | 39% | -4%
CNC(=O)c1ccc(Nc2nnc(-c3ccc(C)c(S(N)(=O)=O)c3)c3ccccc23)cc1
 : -3 | -9% | 1% | -16% | 2% | 1% | -4% | 16% | 0%

Compounds above containing a Cl atom, in the order listed:
Every second line gives: LDHA block | RGS4 inhibitor | mIDH1 inhibitor | USP1-UAF1 inh | Vif-A3G inh | Vif-APOBEC3F blk | TrxR1 substrate | rTrxR1 inhibitor | Glioma ERSR ind
CC(OC(=O)Cc1ccc(Cl)cc1)C(=O)NCCC1=CCCCC1 (stereo not drawn)
 : -1 | -20% | 6% | -7% | -1% | 0% | -5% | -9% | -4%
COc1ccc(C(=O)NC(=S)Nc2ccc(Cl)c(C(=O)O)c2)cc1
 : -5 | -22% | 0% | -16% | -5% | -1% | 0% | -13% | 2%
CN1CCN(S(=O)(=O)c2ccc(N3CCN(c4ccccc4Cl)CC3)nc2)CC1
 : -5 | 8% | 4% | -19% | 0% | 3% | 4% | 27% | -4%
O=C(CNc1ccccc1F)Nc1cc(S(=O)(=O)N2CCCCC2)ccc1Cl
 : -5 | -5% | 7% | -19% | 5% | -11% | 0% | 17% | -8%
CC(=O)n1cc(N(C(=O)CCl)c2ccccc2)c2ccccc21
 : 0 | -33% | 2% | -19% | -19% | 16% | 0% | 0.63µM* | -14%

Next compounds.
Every second line gives: LDHA block | RGS4 inhibitor | mIDH1 inhibitor | USP1-UAF1 inh | Vif-A3G inh | Vif-APOBEC3F blk | TrxR1 substrate | rTrxR1 inhibitor | Glioma ERSR ind
COc1ccc(-n2c(=S)[nH]c3cc(C(=O)N4CCN(c5ccccc5)CC4)ccc3c2=O)cc1
 : -4 | -2% | -5% | -13% | 4% | -9% | -4% | 17% | -3%
COc1ccc(C(=O)N2CCCC(C(=O)O)C2)c2ccccc12 (stereo not drawn)
 : -1 | -25% | 4% | ? | 1% | 3% | 2% | 11% | -4%
O=[N+]([O-])c1ccc(C(c2sc3nc(-c4ccco4)nn3c2O)N2CCN(Cc3ccccc3)CC2)cc1 (stereo not drawn)
 : 2 | -11% | 2% | -21% | 0% | 1% | 8%[57.1 µM] | 14%[57.1 µM] | 0%
CCCCc1cc(=O)oc2cc(C)cc(OCC(=O)Nc3cccnc3)c12
 : -5 | 17%[11.4 µM] | -10% | -12% | 1% | 1% | 11% | 17% | -8%
Cc1ccccc1OCCC(=O)Nc1c(C)n(C)n(-c2ccccc2)c1=O
 : -16 | 21% | 0% | -18% | 0% | 3% | 5% | 18% | -4%
O=C(CSc1nnc(CNC(=O)c2ccc(F)cc2)o1)Nc1ccc2c(c1)OCCO2
 : 3 | -46% | 6% | -11% | 0% | -17% | 1% | -4% | -4%
CCOc1cccc(NC(=O)CC#N)c1
 : -2 | -33% | 3% | -11% | 2% | -1% | -4% | -15% | -7%
COc1cc(NC(=S)N2CCN(S(=O)(=O)c3ccc(F)cc3)CC2)cc(OC)c1
 : -7 | -23% | -3% | -18% | 4% | 8% | -5% | -9% | -2%
Cc1noc(C)c1COc1ccc(C(=O)NCCOc2ccccc2)cc1
 : 2 | 23% | 2% | -8% | -1% | 0% | 8% | 37%[activator] | 4%
O=C(NCCCNCc1ccccc1)/C(=N\O)c1ccccc1
 : 1 | 25% | -2% | 7% | 1% | ? | -2% | -12% | -5%
CC1=C(C(=O)NC2CCCc3c2cnn3-c2cccc(C)c2C)OCCO1 (stereo not drawn)
 : 1 | -1% | 5% | -23% | 0% | 1% | -3% | -10% | -2%
Cn1nc(C(=O)Oc2cc(=O)n(C)c3ccccc23)c2ccccc2c1=O
 : -4 | -2% | 12% | -23% | 0% | -1% | 6% | -36%[57.1 µM] | -6%
Cc1ccc(CCNC(=O)c2nnn(-c3cc(C)cc(C)c3)c2N)cc1
 : 0 | 8% | -16% | -2% | -1% | -16% | 3%[57.1 µM] | 9%[57.1 µM] | -5%
COc1ccc(C(=O)COC(=O)/C=C/c2ccccc2)c(OC)c1
 : 1 | -14% | 9% | -13% | 1% | -15% | -4% | -2% | 6%
Cc1ccc(-c2c[n+](CC(=O)Nc3cc(=O)n(C)c(=O)n3C)c3n2CCC3)cc1
 : -11 | 28% | -3% | -7% | 2% | -5% | -6% | 0% | -4%
COc1ccc(C(=O)C2CCCN(C(=O)C3CCOCC3)C2)c(C)c1 (stereo not drawn)
 : 0 | -5% | -11% | -3% | 0% | 11% | -3% | 10% | -2%
COc1ccc2c(c1)C(c1ccc(Cl)cc1)NC(=O)C2 (stereo not drawn)
 : -2 | -5% | 22% | -14% | -5% | -3% | -1% | 18% | -3%
Cc1cccc(NC(=O)c2ccc3c(c2)CCN3S(=O)(=O)c2ccccc2)c1C
 : -5 | 19% | 3% | -15% | 4% | -14% | -4% | 3% | -4%
Cn1cc(CN(CCO)Cc2cccs2)c(-c2cccc(Cl)c2)n1
 : -14 | 26% | 7% | -11% | -8% | 0% | 3% | 14% | -2%
COc1ccc(Nc2ncnc3sc(C)cc23)c(OC)c1
 : 1 | -22% | 8% | -20% | 0% | 5% | 5%[57.1 µM] | 1%[57.1 µM] | -1%
CCOC(=O)c1nn(-c2ccc(OC)cc2)c(=O)c2c(N)scc12
 : 29 | ? | 8% | ? | -4% | -3% | 3%[57.1 µM] | 30%[57.1 µM] | -6%

A portion of the library, so the mix of outcomes need not match the whole.
